# tim10-1 inh: growth inhibitors of tim10-1 mutant yeast. inhibition, % at 20 µM. 2.2% of 330,000 active. S. cerevisiae tim10-1 ts strain growth, BacTiter-Glo, 24 h. AID 463190;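 active = inhibition of at least 40%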;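 also: mutant grown at 25 °C; 0% = DMSO wells with yeast and 100% = wells holding no yeast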
# TIM10 inh: growth inhibitors of TIM10 yeast strain; S. cerevisiae TIM10 strain growth, BacTiter-Glo luminescence, 24 h; inhibition, % at 10 µM; 1.4% of 330,000 active;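 active = inhibition of 40% or more at the single tested concentration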;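 also: wild-type TIM10 isogenic control strain grown at permissive 25 °C; 0% = DMSO yeast wells and 100% = minimal medium wells without yeast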
# beta cell repl: induces beta-cell replication in MIN6 cells | AID 2380 | proliferation, % at 10 µM | MIN6 cells proliferation, ATPlite luminescence, 48 h; cells starved in 0.2% serum; 100% = growth in 10% serum | 0.29% of 330,000 active;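 active = compounds whose signal lies at least 3.5 SD above the mean of all wells on their plate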;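 also: 0% = DMSO-treated cells in low-serum medium and 100% = 10% serum control; some compounds called inactive have numbers as strong as hits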
# tim23-1 inh: inhibits growth of tim23-1 mutant yeast; S. cerevisiae tim23-1 growth, BacTiter-Glo luminescence, 24 h; inhibition, % at 20 µM; 1.3% of 330,000 active;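 active = growth inhibition of the mutant yeast at or above 50%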;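 also: temperature-sensitive mutant grown at 25 °C; plate controls were DMSO-treated mutant yeast for no effect and medium wells lacking yeast for full effect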
# MPTP block: inhibitors of mitochondrial permeability transition pore | isolated mouse mitochondria, Ca2+ swelling absorbance, 30 min | inhibition, % at 10 µM | 1.4% of 360,000 active;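 active = inhibition of 50% or more, scaled per plate between neutral and stimulator controls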;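 also: 0% = DMSO wells given calcium and 100% = 1 mM EGTA wells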
# NALP3 yeast inh: blocks the NALP3 inflammasome reconstituted in yeast; inhibition, % at 10 µM; Yeast reconstituted NLRP3/ASC/caspase-1, beta-gal luminescence, 24 h; 0.39% of 330,000 active;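 active = inhibition of 50% or more; inactive = inhibition below 50%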;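 also: plate controls were induced DMSO wells for no effect and uninduced yeast grown without galactose for full effect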
# NR3A LBD binder: NR3A (human) ligand-binding domain modulation | NR3A LBD differential scanning fluorimetry, Tm shift; 0% = protein alone, 100% = glycine-bound protein | Tm shift relative to glycine control, % at 25 µM | 2.5% of 340,000 active;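 active = melting temperature shift of at least 10% of the positive control shift, at one fixed dose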
# APJ antagonist: antagonists of human APJ apelin receptor; P35414; CHO-K1 APJ beta-arrestin complementation, luminescence; inhibition, % at 20 µM; 0.32% of 330,000 active;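 active = inhibition above about 40% at 20 µM, limit read from the data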;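 also: cells challenged with 10 nM apelin-13 agonist together with compound; plate controls were apelin-13 plus DMSO wells for no effect and DMSO wells lacking apelin-13 for full effect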
# Target sequence (P35414 whole entry, looked up): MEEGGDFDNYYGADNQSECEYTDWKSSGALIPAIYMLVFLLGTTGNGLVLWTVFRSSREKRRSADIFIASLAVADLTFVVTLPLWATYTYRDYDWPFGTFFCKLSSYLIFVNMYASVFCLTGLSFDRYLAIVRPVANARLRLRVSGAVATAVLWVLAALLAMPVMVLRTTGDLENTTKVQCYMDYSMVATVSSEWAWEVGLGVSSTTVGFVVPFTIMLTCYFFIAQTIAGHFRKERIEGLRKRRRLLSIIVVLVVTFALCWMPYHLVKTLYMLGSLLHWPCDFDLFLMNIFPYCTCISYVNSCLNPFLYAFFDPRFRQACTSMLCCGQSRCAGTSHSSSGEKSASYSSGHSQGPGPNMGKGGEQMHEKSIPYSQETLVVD
# APJ agonist: APJ receptor agonism | P35414 | CHO-K1 APJ PathHunter beta-arrestin, luminescence; 0% DMSO wells, 100% apelin | activation, % at 20 µM | 0.11% of 330,000 active | AID 2520;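 active = activation more than six SD over the plate average, tested at 20 µM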;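 also: 0% = DMSO alone and 100% = apelin-13 at 10 nM; some results filed as inactive read as strong as hits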
#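 Test system: CHO-K1 APJ beta-arrestin complementation cell line. Amount: cell density 1000 per well. Controls: DMSO negative, 10 nM Apelin-13 positive. Signal: luminescent beta-gal fragment complementation, chemiluminescent substrate. Read-out basis: agonist-driven arrestin binding to APJ. Timing: compound stimulation 90 min at 25 °C, detection 60 min.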
# * = called active by the depositor. No enrichment for hits, and some 7.2% of all compounds hit somewhere here.
SMILES,tim10-1 inh,TIM10 inh,beta cell repl,tim23-1 inh,MPTP block,NALP3 yeast inh,NR3A LBD binder,APJ antagonist,APJ agonist
Cc1ccc(CS(=O)(=O)Cc2ccc(C(=O)NCCCN3CC(C)CC(C)C3)o2)cc1 (stereo not given),-8,5,-3,-11,0.6,-2,-1,16,-4
COc1ccc(CCN(Cc2nc3ccccc3c(=O)[nH]2)C(=O)c2ccco2)cc1,24,7,-4,13,-0.7,3,0,9,-1
O=C(Nc1ccc(-c2csc(Nc3ccc(Cl)cc3)n2)cc1)c1ccccc1,-8,1,-4,12,2.4,-1,-1,8,0
O=c1cnn(Cc2c(Cl)cccc2Cl)c2ccccc12,4,3,-2,29,-1.4,21,0,-5,0
COc1ccccc1NC(CC(=O)c1ccccc1)C(=O)OCC(=O)c1ccc(F)cc1 (stereo not given),45*,34,-7,33,1.0,-41,2,4,0
CN(CC(=O)N1CC=C(c2ccccc2)CC1)S(=O)(=O)c1ccc2c(c1)c(=O)n(C)c(=O)n2C,-25,-17,-3,-2,-0.4,17,2,-17,-1
O=C(NCc1ccccc1)C(=O)c1cn(CC(=O)N2CCOCC2)c2ccccc12,3,9,-5,-2,0.3,0,0,-3,-2
Cc1cc(C)cc(NC(=O)Nc2ccc(N3CCCCC3)cc2)c1,-10,10,-2,17,41,32,6,23,-4
COC(=O)CCC(=O)OC1(C)C(=O)C=C2C=C(C3CC3)N(CCc3ccccn3)C=C2C1=O (stereo not given),-11,-4,-5,-5,1.4,8,-6,-17,9
CC1CC(C)CN(CCCNC(=O)c2ccc(CS(=O)(=O)Cc3ccccc3F)o2)C1 (stereo not given),-1,-9,-2,11,2.4,-3,-1,13,-3
O=C1CCCC2=C1C(c1cccs1)Nc1ccccc1N2 (stereo not given),-3,-5,0,1,-1.2,12,-1,6,1
O=C(Nc1ccc2cn[nH]c2c1)c1ccccc1F,8,1,-2,-4,0.5,-9,-1,-13,-2
CCOC(=O)C1=C(c2ccccc2)N=C2SCC(=O)N2C1c1ccc(O)c(OC)c1 (stereo not given),33,19,-4,23,-0.8,-1,0,15,0
CCOC(=O)C1CCN(C(=O)COc2ccc(S(=O)(=O)NC(C)C)cc2Cl)CC1,15,-3,-1,0,1.5,3,9,-8,-2
CN(CC(=O)Nc1ccc(S(=O)(=O)N2CCOCC2)cc1)Cc1ccc(F)cc1,25,16,-2,19,-1.7,18,-3,-6,3
COc1ccc(/C=C/C(=O)NC(=S)N2CCOCC2)cc1,-11,4,1,0,-0.1,17,0,4,2
CS(=O)(=O)c1cccc(C(=O)N(CCc2ccccc2)Cc2cccs2)c1,19,-3,0,23,1.3,9,-1,2,-4
Cc1ccc2nc(C)cc(Nc3ccc4c(c3)OCCO4)c2c1,22,21,0,19,1.7,11,2,14,-3
CC(=O)Oc1cccc(C2C3=C(CC(C)(C)CC3=O)Nc3ccccc3N2C(C)=O)c1 (stereo not given),4,-4,-2,4,0.7,6,1,16,-2
CSCCC(NS(=O)(=O)c1ccc2[nH]c(=O)c(=O)[nH]c2c1)C(=O)O (stereo not given),8,-21,-4,9,-1.0,-3,0,16,0
Cc1nn(-c2ccccc2)c(C)c1/C=N\N1CCN(c2ccc(Cl)cc2)CC1,-10,-17,-2,-2,2.2,14,-1,-13,-5
COc1ccc(C(=O)N/C(=C\c2cn(S(=O)(=O)N(C)C)c3ccccc23)C(=O)NC(C)C)cc1,-9,7,-2,12,-0.6,9,0,14,-2
COc1ccc(C(=O)COC(=O)CNC(=O)c2ccc(C)s2)c(OC)c1,2,6,0,22,-0.2,-2,3,2,-3
O=C1/C(=C/c2ccc3c(c2)OCO3)CCC/C1=C\c1ccc2c(c1)OCO2,8,16,-4,17,-0.5,43,-5,13,-5

# Part of the list above, with values under each structure.
# Order of values – tim10-1 inh | TIM10 inh | beta cell repl | tim23-1 inh | MPTP block | NALP3 yeast inh | NR3A LBD binder | APJ antagonist | APJ agonist
- COc1ccc(/C=C/C(=O)NC(=S)N2CCOCC2)cc1
    -11 | 4 | 1 | 0 | -0.1 | 17 | 0 | 4 | 2
- CS(=O)(=O)c1cccc(C(=O)N(CCc2ccccc2)Cc2cccs2)c1
    19 | -3 | 0 | 23 | 1.3 | 9 | -1 | 2 | -4

# Later entries.
SMILES,tim10-1 inh,TIM10 inh,beta cell repl,tim23-1 inh,MPTP block,NALP3 yeast inh,NR3A LBD binder,APJ antagonist,APJ agonist
Cc1ccc(C)c(CSCc2nc3ccccc3[nH]2)c1,34,27,-1,28,0.2,24,-1,1,0
CCN(Cc1ccccc1)S(=O)(=O)c1ccc(C(=O)N(CCCN(C)C)c2nc3c(C)c(C)ccc3s2)cc1,46*,5,-7,28,82*,19,2,22,-3
COc1ccc(NC(=O)Nc2ccc(F)cc2)cn1,-15,-3,-2,-10,0.3,28,9,13,-1
Cc1cccc(CC(C)NC(=O)c2cc(COc3ccc(F)cc3F)on2)n1 (stereo not given),13,4,-4,20,1.6,20,0,-2,0
C=CCN(C(=O)Cn1nnc2ccccc21)C(C(=O)NCCOC)c1ccc(OC)cc1OC (stereo not given),18,-1,-2,-1,-0.8,21,-2,-7,-20
COCCCN1CN(S(=O)(=O)c2ccc(Cl)cc2)c2nc3ccccc3nc21,21,17,-3,22,-0.2,-11,-1,16,-2
Cc1ccc(C2(C)NC(=O)N(CC(=O)N(Cc3ccccc3)C(C)(C)C)C2=O)cc1 (stereo not given),27,4,-3,25,-2.1,-2,0,11,-4
CCC(CC)C(=O)Nc1nnc(CCc2ccccc2)s1,6,-5,4,25,1.1,11,1,11,0
O=C(Nc1cc([N+](=O)[O-])ccc1N1CCOCC1)c1ccco1,10,-25,-1,-7,-1.7,18,-1,3,-2
CCCCn1c(SCC(=O)O)nc2ccccc21,14,12,-2,17,15,3,1,8,-5
CCN(CC(=O)Nc1ccc(OC)cc1)C(=O)c1ccc2c(c1)NC(=O)C(C)S2 (stereo not given),2,-1,1,10,1.7,18,1,-64,-2
CCOc1ccc(-n2c(-c3ccccc3)nnc2-c2ccccc2)cc1,21,28,0,7,2.0,25,-3,15,2
CC1Cc2ccccc2N1S(=O)(=O)c1cnc[nH]1 (stereo not given),-2,2,-3,25,2.8,-8,0,7,5
Cc1nn(C(CC(=O)O)C(=O)O)c(C)c1Br (stereo not given),2,4,0,-3,0.6,-14,-1,10,-1
CC1(CCCN2C(=O)c3ccccc3C2=O)OCCO1,2,-14,-1,-11,0.9,13,0,9,-2
Cc1cccc(NS(=O)(=O)c2ccc(C(=O)N3CCCC3)cc2)c1C,-1,-4,4,3,1.6,14,19*,14,-6
O=C(Nc1cccc(-c2ccc(N3CCOCC3)nn2)c1)c1ccc(F)cc1F,14,3,-2,5,7.9,14,-1,13,0
Cc1cc(NC(=O)CSc2nnc3ccc(-c4ccc(F)cc4)nn23)no1,-1,-12,-2,0,0.8,11,-2,-3,3
Cc1cc(C(F)(F)F)nc(Nc2nc(C)c3ccccc3n2)n1,13,11,0,1,9.2,-3,0,1,0
N#CCSc1nc2ccccc2c2nc3ccccc3n12,35,-20,0,33,0.7,25,-7,-8,1
CC(C)CC(NC(=O)C(CC(C)C)NC(=O)OC(C)(C)C)C(=O)O (stereo not given),-2,-16,-1,4,0.1,1,0,-25,-7
Cc1ccc(NC(=O)Nc2nnc(-c3ccncc3)s2)cc1,-13,6,-7,9,77*,-4,8,-25,1
CC(=O)c1ccc(OCC(C)Oc2ccc(C#N)cc2)cc1 (stereo not given),7,0,0,7,2.6,5,-1,-12,-5
COc1cc(OC)c2c(-c3ccccc3)cc(=O)oc2c1C(CCN1CCCC(C)C1)c1ccc2c(c1)OCO2 (stereo not given),7,-9,-9,14,1.6,32,-4,30,2
Cc1cccc(C)c1NC(=O)N1CC(C)OC(C)C1 (stereo not given),-10,-1,0,2,-0.1,3,2,7,-1
O=C(c1cc(-c2ccc(Cl)cc2Cl)on1)N1CCOCC1,20,5,-4,26,-0.4,11,-1,-25,-1
COc1ccccc1NC(=O)Nc1ccncc1,-6,-5,-1,-6,0.2,0,-3,-28,-1
O=C(CN1CCC(O)(c2cccc(C(F)(F)F)c2)CC1)NCCc1ccccc1,4,7,-3,5,2.1,5,0,-12,-5
O=S(=O)(NCCCN1CCOCC1)c1ccc2ccccc2c1,-17,-36,1,-17,-1.3,9,0,12,0
Cc1ccc(C2C(C#N)=C(N)Oc3cc(C)oc(=O)c32)o1 (stereo not given),20,13,-2,40,-0.3,18,1,1,-4
COc1ccccc1CCN1CCCC(CN(C)C(=O)CCC(N)=O)C1 (stereo not given),-8,0,-2,-9,-0.3,2,1,-5,-4
C=C(C)C(=O)OCC(C)C,-15,-5,-2,-15,-1.1,8,0,11,-3
CC(=O)c1cc2c(cc1NC(=O)Cn1cnc3ccccc3c1=O)OCO2,10,1,-2,13,0.2,1,0,-1,-2
CCN(CC)C(=O)Cn1cnc2sc(C)c(S(=O)(=O)N3CCC(C)CC3)c2c1=O,2,-20,-4,9,-0.2,11,-1,-2,-4
CC(C)N(CCNCc1nnc(-c2ccccc2)o1)C(C)C,-12,11,-2,4,-1.1,9,1,7,-1
c1ccc(-c2cc(-c3nc4ccccc4[nH]3)c3ccccc3n2)cc1,51*,22,-3,40,98*,30,22*,-11,2
CC(C)(C)c1ccc(C(=O)NC(=S)Nc2ccc(N3CCOCC3)cc2)cc1,8,15,-6,-1,3.5,8,-1,18,-5
C[C@H](NC(=O)[C@@H]1CSC2c3ccccc3C(=O)N21)C(=O)NCCc1ccc(F)cc1 (stereo not given in full),0,11,-2,6,-0.2,-5,1,-23,5
CCOc1ccc(NC(=O)CN(C)C(=O)CC2CC3CCC2C3)cc1OCC (stereo not given),4,-6,-4,5,0.3,-6,-1,-2,3
O=C(Nc1ccc2c(c1)OCCO2)C1CCCN(S(=O)(=O)c2cccc3nsnc23)C1 (stereo not given),8,-4,0,13,1.0,-8,-8,1,-2
O=C(N/N=C/c1cccs1)[C@H]1C[C@@H]1c1ccccc1,31,4,0,18,5.7,20,22*,13,-3
CCCCN1C(=O)c2ccc(C(=O)Nc3ccc(C)c(S(=O)(=O)N(C)C)c3)cc2C1=O,27,14,0,4,69*,-2,-9,-4,1
CCOC(=O)C1CCN(C(=O)COc2ccc(S(=O)(=O)N3CCOCC3)cc2C)CC1,18,-25,3,5,0.2,5,0,-4,1
Cc1cc(C)nc(NN=C(c2ccccc2)c2ccccc2)n1,47*,25,-2,42,-0.9,18,0,29,-2
N#C/C(=C\c1c(F)cccc1Cl)S(=O)(=O)c1ccccn1,14,17,-2,23,-0.6,8,1,-1,0
COc1ccc(C)cc1NC(=O)CCCN1C(=O)C(c2ccccc2)Oc2cccnc21 (stereo not given),33,-14,3,29,0.3,16,-1,6,-3
COc1ccc(S(=O)(=O)N2CCOCC2)cc1NC(=O)c1ccccc1C,5,0,-1,-7,-0.2,-6,-1,16,-5
O=S(=O)(c1ccc(Br)s1)N1CCC2(CC1)OCCO2,16,2,3,25,2.8,31,-2,5,-8
CCOC(=O)C1=C(CS(=O)(=O)c2ccc(C)cc2)NC(=O)NC1c1ccc(O)c(OC)c1 (stereo not given),0,-12,-1,6,1.0,5,0,4,3

# Compound activity as filed in PubChem BioAssay.
